H9c2 protect: modulators protecting cardiomyocytes from myocardial damage. H9c2 cardiomyocytes, H2O2 injury protection, ATPLite, 2 h. protection from H2O2 cell death, % at 20 µM. 360,000 compounds, 0.63% hits;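 active = compounds giving at least 50% protection of heart cells from peroxide-induced death in the single-dose screen, raw or plate-pattern-corrected value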;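 note: 0% = DMSO wells with peroxide and 100% = DMSO wells without peroxide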
ABCB6 inh 2: blocks the human ABCB6 transporter. Q9NP58. K562-ABCB6 porphyrin accumulation, flow cytometry, 1 h; active compounds read low. fluorescence ratio to DMSO, % at 10 µM. 360,000 compounds, 0.19% hits;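 active = fluorescence ratio to DMSO below 75%, the collection mean minus 3 SD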;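 note: signal is porphyrin accumulated inside mitochondria; 100% equals median channel fluorescence of DMSO control wells; lower ratio means ABCB6 inhibition with less porphyrin fluorescence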
N-glyco inh: N-linked glycosylation inhibition | D54 ERlucT glycosylation luciferase reporter, 24 h; percent of 100 nM tunicamycin response | 360,000 compounds, 0.23% hits | AID 588692 | reporter increase, % at 12.5 µM;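 active = mean luciferase reporter signal, scaled so untreated is 0 and the glycosylation-blocking control 100, at or above a set limit in every replicate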;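 note: luciferase carries N-glycosylation sites so blocking glycosylation raises the light; 0% = median of neutral control wells and 100% = median of 100 nM tunicamycin wells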
m5-HT2A agonist: mouse HTR2A agonism via beta-arrestin recruitment. P35363. CHO-K1 mHTR2A beta-arrestin complementation, luminescence; percent of 30 µM serotonin response. activation, % at 7.6 µM. 360,000 compounds, 0.66% hits;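 active = activation above a run cutoff, the mean activation of all tested compounds plus 3 SD, cut at about 14% in these data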;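 note: 0% = plate median of compound wells and 100% = 30 µM serotonin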
CaV13 FRET inh: Primary screen for inhibitors of IQ motif and Ca2+-dependent inactivation inhibitor domain binding in CACNA1D, Förster resonance energy transfer in living cells, …. HEK cells, CFP/YFP FRET ICDI-IQ, plate reader, 10 min; percent FRET-ratio fall versus neutral wells. AID 743397. inhibition, % at 12.3 µM. 340,000 compounds, 0.098% hits;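 active = mean replicate inhibition of at least 30% and at least 1% of replicates passing that level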;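 note: 0% = median of the neutral control wells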
MC4R barr agon: human MC4R agonism via beta-arrestin. activation, % at 8.9 µM. P32245. 360,000 compounds, 0.98% hits. U2OS MC4R beta-arrestin complementation, luminescence; percent of melanotan II response, DMSO zero;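 active = activation above a per-plate cutoff, the mean activation of sample wells on that plate plus 3 SD, cut at about 8% in these data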
Target sequence (P32245 whole entry, looked up): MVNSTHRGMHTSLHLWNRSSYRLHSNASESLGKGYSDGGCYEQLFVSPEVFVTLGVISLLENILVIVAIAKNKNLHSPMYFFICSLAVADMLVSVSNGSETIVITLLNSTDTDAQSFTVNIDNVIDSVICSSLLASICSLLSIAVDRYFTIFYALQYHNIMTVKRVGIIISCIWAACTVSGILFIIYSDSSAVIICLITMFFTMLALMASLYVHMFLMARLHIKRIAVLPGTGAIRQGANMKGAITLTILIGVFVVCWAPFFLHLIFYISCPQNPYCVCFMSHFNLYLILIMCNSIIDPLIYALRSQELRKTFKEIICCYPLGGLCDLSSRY
PDI inh: inhibitors of human protein disulfide isomerase; P07237; PDI insulin aggregation turbidity, A650, 90 min; inhibition, % at 10 µM; 350,000 compounds, 0.052% hits; AID 588391;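 active = mean inhibition across replicates of 30% or more, whatever share of single replicates reach that level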;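 note: absorbance from insulin aggregation driven by PDI reduction with DTT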
Target sequence (P07237 whole entry, looked up): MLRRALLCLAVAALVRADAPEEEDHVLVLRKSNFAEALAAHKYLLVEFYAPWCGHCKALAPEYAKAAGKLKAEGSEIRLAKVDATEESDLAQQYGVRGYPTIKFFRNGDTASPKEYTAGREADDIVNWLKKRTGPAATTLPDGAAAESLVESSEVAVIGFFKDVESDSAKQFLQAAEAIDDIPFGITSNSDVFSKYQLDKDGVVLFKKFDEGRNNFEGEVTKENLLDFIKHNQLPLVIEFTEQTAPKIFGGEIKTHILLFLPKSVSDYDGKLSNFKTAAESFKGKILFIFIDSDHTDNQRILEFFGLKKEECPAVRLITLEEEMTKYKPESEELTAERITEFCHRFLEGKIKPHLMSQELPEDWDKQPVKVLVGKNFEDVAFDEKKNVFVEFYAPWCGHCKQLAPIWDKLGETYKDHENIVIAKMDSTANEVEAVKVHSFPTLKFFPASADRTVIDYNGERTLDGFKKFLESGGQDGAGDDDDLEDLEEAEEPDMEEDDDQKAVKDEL
aDG glyco up: alpha-DG glycosylation activation | Pro5-aDG cells, alpha-DG glycosylation AlphaScreen (IIH6); 0% Pro5, 100% B10-LARGE cell signal | activation, % at 10 µM | 360,000 compounds, 0.22% hits;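 active = activation of at least 8% versus controls, or a plate z-score of at least 8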;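 note: Pro5 are CHO cells carrying HIG-tagged alpha-DG that lacks glycosylation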
Vif inh: blocks HIV Vif function; HEK293T cells, Vif self-association by quenched fluorescence, imaging, 24 h; 340,000 compounds, 0.35% hits; inhibition, % at 7.49 µM; AID 602346; in the data active = inhibition above about 50%, passing the limit was not always enough; note: some results filed as inactive read as strong as hits
MC4R antagonist: human MC4R antagonism in cAMP assay; P32245; MC4R-expressing cells, MTII-stimulated cAMP, LANCE TR-FRET; inhibition, % at 6.5 µM; 360,000 compounds, 0.48% hits;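 active = inhibition above its plate's cutoff, the mean of tested wells on that plate plus 3 SD, cut at about 29% in these data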;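 note: 0% = Melanotan II alone and 100% = Melanotan II plus saturating MCL0020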
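Material: U2OS-MC4R stable cell line | Reagent: Melanotan II challenge after compound preincubation | Doses: One concentration, 6.5 µM nominal | Incubation: 30-min compound preincubation, 1-h Melanotan II challenge, 1-h detection, room temperature | Signal: TR-FRET cAMP assay | Replicates: One well per compound, no replicates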
* marks the source's active call; other numbers are inactive results.

Cc1ccccc1NC(=O)Cc1nc(COC(=O)COc2ccc(C(C)(C)C)cc2)cs1 was read as H9c2 protect -5, ABCB6 inh 2 96, N-glyco inh 1, m5-HT2A agonist -5, CaV13 FRET inh -5, MC4R barr agon 5.4, PDI inh 1, aDG glyco up 0.1, Vif inh -4 and MC4R antagonist 6.
For CN1CCC(C2(O)c3ccccc3CCc3ccccc32)CC1 the results were H9c2 protect 3, ABCB6 inh 2 98, N-glyco inh -2, m5-HT2A agonist -6, CaV13 FRET inh -5, MC4R barr agon -1.3, PDI inh -7, aDG glyco up -0.2, Vif inh 3 and MC4R antagonist 9.
For CCOC(=O)N1CCN(C(=O)C(CC(C)C)NS(=O)(=O)c2ccc3c(c2)oc(=O)n3C)CC1 (centres undefined) the results were H9c2 protect 7, ABCB6 inh 2 96, N-glyco inh 2, m5-HT2A agonist 3, CaV13 FRET inh -7, MC4R barr agon -2.2, PDI inh 12, aDG glyco up 0.0, Vif inh -4 and MC4R antagonist 6.
For Cc1cc(=O)oc2cc(NC(=O)COc3cccc(C(F)(F)F)c3)ccc12 the results were H9c2 protect -7, ABCB6 inh 2 90, N-glyco inh -1, m5-HT2A agonist -1, CaV13 FRET inh -3, MC4R barr agon -1.4, PDI inh 2, aDG glyco up 0.4, Vif inh -1 and MC4R antagonist -3.
COc1ccc(-c2cnc(C(O)c3ccc(C(C)(C)C)cc3)[nH]2)cc1 (centres undefined) was read as H9c2 protect -2, ABCB6 inh 2 97, N-glyco inh 0, m5-HT2A agonist 7, CaV13 FRET inh -5, MC4R barr agon 2.4, PDI inh -4, aDG glyco up 0.0, Vif inh 13 and MC4R antagonist 4.
Nc1c(C(=O)Nc2ccccc2)sc2nc3c(c(-c4ccco4)c12)CCC3 was read as H9c2 protect 0, ABCB6 inh 2 88, N-glyco inh -3, m5-HT2A agonist 8, CaV13 FRET inh -6, MC4R barr agon 1.5, PDI inh -26, aDG glyco up -0.1 and MC4R antagonist -9.
`Cc1ccc(C)c(NC(=O)CSc2nnc(-c3ccco3)o2)c1` gave H9c2 protect 0, ABCB6 inh 2 94, N-glyco inh 2, m5-HT2A agonist -2, MC4R barr agon 0.9, PDI inh 8, aDG glyco up -0.1, Vif inh 7 and MC4R antagonist 6.
COC(=O)c1cc2sccc2n1CC(=O)Nc1ccc(OC)c(OC)c1OC was read as H9c2 protect 2, ABCB6 inh 2 94, N-glyco inh 3, m5-HT2A agonist -5, MC4R barr agon -0.8, PDI inh 9, aDG glyco up 0.0, Vif inh 0 and MC4R antagonist 2.
CC1(C(=O)OCC(=O)Nc2cc(S(=O)(=O)N3CCOCC3)ccc2Cl)CC1(Cl)Cl (centres undefined) was read as H9c2 protect 20, ABCB6 inh 2 96, N-glyco inh -3, m5-HT2A agonist -1, CaV13 FRET inh -7, MC4R barr agon -0.3, PDI inh 14, aDG glyco up 0.1, Vif inh -5 and MC4R antagonist 18.
Screening C/C(=C\COc1ccc2ccc(=O)oc2c1)CC[C@@H](O)C(C)(C)O returned H9c2 protect 1, ABCB6 inh 2 95, N-glyco inh 2, m5-HT2A agonist -3, CaV13 FRET inh -6, MC4R barr agon -0.4, PDI inh -1, aDG glyco up -0.3, Vif inh -5 and MC4R antagonist -6.
`CN(CC(=O)NCCc1ccc(S(N)(=O)=O)cc1)S(=O)(=O)/C=C/c1ccccc1` gave H9c2 protect 0, ABCB6 inh 2 98, N-glyco inh 2, m5-HT2A agonist 7, CaV13 FRET inh -3, MC4R barr agon 0.1, PDI inh 10, aDG glyco up -0.2, Vif inh 0 and MC4R antagonist 18.
CC(Sc1nnc(C(F)(F)F)n1C)C(=O)Nc1ccc(N2CCOCC2)cc1 (centres undefined) was read as H9c2 protect 7, ABCB6 inh 2 92, N-glyco inh 1, m5-HT2A agonist -5, CaV13 FRET inh -3, MC4R barr agon -1.5, PDI inh -5, aDG glyco up 0.0, Vif inh 24 and MC4R antagonist 3.
CCCc1nc(SCC(=O)O)c2sc(=S)n(-c3ccccc3)c2n1 was read as H9c2 protect 4, ABCB6 inh 2 96, N-glyco inh -1, m5-HT2A agonist -8, CaV13 FRET inh -18, MC4R barr agon -1.1, PDI inh 1, aDG glyco up -0.1, Vif inh -9 and MC4R antagonist 13.
Screening COc1ccc(S(=O)(=O)c2snnc2C)cc1 returned H9c2 protect 4, ABCB6 inh 2 145, N-glyco inh -1, m5-HT2A agonist 0, CaV13 FRET inh -20, MC4R barr agon -0.5, PDI inh 2, aDG glyco up 0.0, Vif inh -5 and MC4R antagonist 13.
`Cc1oc(-c2cccs2)nc1CS(=O)CC(=O)NCc1ccc2c(c1)OCO2` (centres undefined) gave H9c2 protect -2, ABCB6 inh 2 102, N-glyco inh 0, m5-HT2A agonist -3, CaV13 FRET inh -3, MC4R barr agon -2.6, PDI inh -1, aDG glyco up 0.2, Vif inh -1 and MC4R antagonist 10.
Cc1nnc(C)c2c(C)n(Cc3ccc4c(c3)OCO4)c(C)c12 was read as H9c2 protect -6, ABCB6 inh 2 104, N-glyco inh 1, m5-HT2A agonist 1, CaV13 FRET inh -4, MC4R barr agon -2.0, PDI inh 6, aDG glyco up 0.1, Vif inh -18 and MC4R antagonist -1.
For CC(=O)N(Cc1cc(=O)[nH]c2ccccc12)c1ccccc1 the results were H9c2 protect 1, ABCB6 inh 2 102, N-glyco inh 6, m5-HT2A agonist -3, CaV13 FRET inh -5, MC4R barr agon -0.3, PDI inh -3, aDG glyco up -0.2, Vif inh -40 and MC4R antagonist 4.
`Cc1cccc(NC(=O)c2ccccc2NC(=O)c2ccco2)c1` gave H9c2 protect -4, ABCB6 inh 2 102, N-glyco inh 3, m5-HT2A agonist -4, CaV13 FRET inh -6, MC4R barr agon -4.0, PDI inh 2, aDG glyco up 0.1, Vif inh -2 and MC4R antagonist 5.
Cc1ccc(NC(=O)Nc2nnc(CSCCOc3ccc(Cl)cc3)s2)cc1 was read as H9c2 protect -7, ABCB6 inh 2 91, N-glyco inh -2, m5-HT2A agonist 0, CaV13 FRET inh -3, MC4R barr agon -0.1, PDI inh -7, aDG glyco up -0.3, Vif inh -3 and MC4R antagonist 3.
Cc1ccc(S(=O)(=O)N2CCOCC2)c2nsnc12 was read as H9c2 protect -4, ABCB6 inh 2 102, N-glyco inh 1, m5-HT2A agonist 2, CaV13 FRET inh -4, MC4R barr agon -0.3, PDI inh -5, aDG glyco up 2.2, Vif inh -9 and MC4R antagonist -1.
`CCSc1nc2sc3c(c2c(=O)n1-c1ccccc1)CCN(C(C)C)C3` gave H9c2 protect -3, ABCB6 inh 2 99, N-glyco inh -3, m5-HT2A agonist -4, CaV13 FRET inh -2, MC4R barr agon -1.2, PDI inh -18, aDG glyco up 0.0, Vif inh 4 and MC4R antagonist 3.
Screening COc1ccc(Br)cc1CN1C(=O)NC2(CCCCCC2)C1=O returned H9c2 protect 0, ABCB6 inh 2 90, N-glyco inh 2, m5-HT2A agonist 5, CaV13 FRET inh -3, MC4R barr agon 1.4, PDI inh -4, aDG glyco up -0.1, Vif inh 8 and MC4R antagonist 2.
CC(C)(C)c1ccc(-c2nnc(SCC(=O)NC3CC3)o2)cc1 was read as H9c2 protect -8, ABCB6 inh 2 103, N-glyco inh -4, m5-HT2A agonist 1, CaV13 FRET inh -2, MC4R barr agon 1.9, PDI inh -9, aDG glyco up 0.3, Vif inh -3 and MC4R antagonist 1.
CC(C)COC(=O)N1CC(O)CC1C(=O)Nc1ccc2c(c1)OCO2 (centres undefined) was read as H9c2 protect -1, ABCB6 inh 2 99, N-glyco inh 5, m5-HT2A agonist -2, CaV13 FRET inh -6, MC4R barr agon -0.8, PDI inh 0, aDG glyco up -0.1, Vif inh -2 and MC4R antagonist 8.
CCN1C(=O)c2ccccc2S(=O)c2ccc(C(=O)N3CCCCCC3)cc21 (centres undefined) was read as H9c2 protect -14, ABCB6 inh 2 95, N-glyco inh 4, m5-HT2A agonist -2, CaV13 FRET inh -3, MC4R barr agon -0.4, aDG glyco up -0.3, Vif inh -6 and MC4R antagonist 2.
Screening CCN1C(=O)c2ccccc2S(=O)c2ccc(C(=O)NCCCN3CCCC3=O)cc21 (centres undefined) returned H9c2 protect 20, ABCB6 inh 2 94, N-glyco inh 1, m5-HT2A agonist 2, CaV13 FRET inh -2, MC4R barr agon -1.3, aDG glyco up 2.2, Vif inh 0 and MC4R antagonist 6.
Screening O=C(OCc1cc(=O)n2ccsc2n1)c1ccccc1O returned H9c2 protect 34, ABCB6 inh 2 98, N-glyco inh -1, m5-HT2A agonist 8, CaV13 FRET inh -6, MC4R barr agon -1.5, PDI inh 5, aDG glyco up -0.4, Vif inh 11 and MC4R antagonist 3.
Screening O=C(OCCN1CCCCC1)c1ccccc1Br returned H9c2 protect 0, ABCB6 inh 2 101, N-glyco inh -1, m5-HT2A agonist -9, CaV13 FRET inh -4, MC4R barr agon -0.3, PDI inh -1, aDG glyco up 0.0, Vif inh 4 and MC4R antagonist 30*.
For C/C(=N/NC(=O)CNC(=O)C1COc2ccccc2O1)c1ccc2c(c1)OCCO2 (centres undefined) the results were H9c2 protect -9, ABCB6 inh 2 755, N-glyco inh -1, m5-HT2A agonist 0, CaV13 FRET inh 5, MC4R barr agon -3.3, PDI inh -1, aDG glyco up 0.2, Vif inh 15 and MC4R antagonist 12.
Screening Cc1nc(N2CCN(S(=O)(=O)c3ccc(F)cc3)CC2)c2c(-c3cccs3)csc2n1 returned H9c2 protect 30, ABCB6 inh 2 84, N-glyco inh -5, m5-HT2A agonist 6, CaV13 FRET inh -2, MC4R barr agon 0.4, PDI inh -6, aDG glyco up -0.5, Vif inh -7 and MC4R antagonist 12.
Screening CC1=CC(C)(C)N(C(=O)Nc2ccccc2)c2ccccc21 returned H9c2 protect 4, ABCB6 inh 2 99, N-glyco inh -2, m5-HT2A agonist -1, CaV13 FRET inh -6, MC4R barr agon -1.0, PDI inh 7, aDG glyco up 0.1, Vif inh -15 and MC4R antagonist 19.
For O=[N+]([O-])c1ccc(N/N=C2\CC3CC=CC23)c([N+](=O)[O-])c1 (centres undefined) the results were H9c2 protect -35, ABCB6 inh 2 96, N-glyco inh 2, m5-HT2A agonist 6, CaV13 FRET inh 1, MC4R barr agon -0.5, PDI inh -2, aDG glyco up 0.2, Vif inh -6 and MC4R antagonist 3.
Screening O=C(Nc1c2c(nn1-c1ccc([N+](=O)[O-])cc1)CS(=O)(=O)C2)c1ccccc1F returned H9c2 protect -2, ABCB6 inh 2 96, N-glyco inh 3, m5-HT2A agonist 11, CaV13 FRET inh -2, MC4R barr agon -4.0, PDI inh 3, aDG glyco up -0.1, Vif inh -1 and MC4R antagonist 6.
Cc1nc(NC2=NCN(CCCN3CCOCC3)CN2)nc2c(C)cccc12 was read as H9c2 protect -11, ABCB6 inh 2 97, N-glyco inh 6, m5-HT2A agonist -2, MC4R barr agon 1.7, PDI inh -1, aDG glyco up 0.7 and MC4R antagonist -13.
